High-throughput results as filed in PubChem BioAssay.
m-calpain inh: calpain II (pig) inhibition | purified calpain II, fluorogenic peptide substrate, 30 min | 0.37% of 220,000 active | inhibition, % at 16 µM | AID 1236;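 active = inhibition above about 50%, limit read from the data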
Cl transport mod: modulators of human KCC2 chloride dependent transport; Q9H2X9; KCC2 cells, thallium flux FluoZin-2 fluorescence; B-score of Tl+ flux slope (higher = more flux/activation; lower = inhibition) at 10 µM; 2.2% of 190,000 active;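 active = thallium flux slope and its plate-corrected score both differing from the plate sample mean at a set confidence after two filtering rounds, in either direction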;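 note: slope of fluorescence scaled to starting intensity during 10 to 20 s after thallium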
EBV gp42 inh: inhibitors of Epstein-Barr virus glycoprotein 42; Fluorescence polarization binding assay, mP read-out; inhibition, % (tested at 21.74 µM); AID 1085; 0.42% of 220,000 active; in the data active = inhibition above about 50%
Target sequence (Q1HVG2 whole entry, looked up): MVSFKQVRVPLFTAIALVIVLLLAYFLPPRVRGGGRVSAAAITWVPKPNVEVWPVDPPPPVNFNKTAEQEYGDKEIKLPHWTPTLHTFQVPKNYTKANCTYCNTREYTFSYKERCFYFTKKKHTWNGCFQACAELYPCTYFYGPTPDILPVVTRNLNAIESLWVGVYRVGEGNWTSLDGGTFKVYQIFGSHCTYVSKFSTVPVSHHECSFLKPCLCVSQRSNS
TRPML3 ag: human mucolipin-3 channel agonism | Q8TDD5 | HEK293 TRPML3-YFP, Fluo-8 calcium fluorescence; 100% = the carbachol control signal | activation, % at 3 µM | 0.29% of 220,000 active | AID 1448;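 active = activation above its plate's cutoff, the mean activation of the plate's test wells plus 3 SD, cut at about 12% in these data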;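 note: 0% = DMSO only wells and 100% = carbachol wells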
Target sequence (Q8TDD5 whole entry, looked up): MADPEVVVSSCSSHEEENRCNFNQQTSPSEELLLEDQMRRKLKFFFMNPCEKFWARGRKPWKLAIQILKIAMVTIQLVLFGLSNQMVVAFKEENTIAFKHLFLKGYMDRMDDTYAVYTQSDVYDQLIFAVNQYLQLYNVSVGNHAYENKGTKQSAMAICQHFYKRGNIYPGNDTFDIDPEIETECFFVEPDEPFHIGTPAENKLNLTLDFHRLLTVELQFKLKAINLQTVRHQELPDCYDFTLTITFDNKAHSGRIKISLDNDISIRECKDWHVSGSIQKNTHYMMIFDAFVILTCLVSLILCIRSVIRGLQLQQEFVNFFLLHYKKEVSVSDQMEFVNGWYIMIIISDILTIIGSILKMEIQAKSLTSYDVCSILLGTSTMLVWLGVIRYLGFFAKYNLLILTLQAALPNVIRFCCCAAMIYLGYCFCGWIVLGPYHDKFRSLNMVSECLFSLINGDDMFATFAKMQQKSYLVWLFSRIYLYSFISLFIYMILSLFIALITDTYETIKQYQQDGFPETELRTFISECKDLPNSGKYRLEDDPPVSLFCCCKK
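Test system: TRPML3-YFP stable HEK293 cells. Doses: single point at 3 µM. Incubation: dye loading 1 h 37 °C then 30 min ambient, 125 s read. Signal: Fluo-8 calcium dye fluorescence, ex 470-495, em 515-575 nm. Measure: percent activation from peak-to-basal fluorescence ratio, scaled between DMSO and carbachol.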
Tb hexokinase: T. brucei hexokinase 1 inhibition; recombinant TbHK1, G6PDH-coupled NADH A340; inhibition, % at 10 µM; 0.11% of 220,000 active; AID 1430;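 active = inhibition of 50% or more in the single-dose primary screen; inactive = inhibition below 50%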
TRPN1 ag: zebrafish TRPN1 (NompC) channel agonism. activation, % at 3 µM. 0.18% of 220,000 active. HEK293 zebrafish TRPN1-YFP, Fluo-8 calcium fluorescence; 100% = response to 87 µM carbachol;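 active = activation above its plate's cutoff, the mean activation of test wells on that plate plus 3 SD, cut at about 19% in these data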;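 note: 0% = DMSO alone and 100% = 87 µM carbachol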
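Assay system: Zebrafish TRPN1-YFP in HEK293 cells | Incubation: Dye loading 1 h at 37 °C, then 30 min room temperature | Measured by: Kinetic Fluo-8 fluorescence, ex 470-495, em 515-575 nm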
Furin inh: blocks human furin protease activity; 0.061% of 220,000 active; purified furin, fluorogenic substrate cleavage; inhibition, % at 30 µM; in the data active = inhibition above about 25%; note: inactives centre near -15
Thrombin inh: thrombin (human) inhibition; P00734; alpha-thrombin, Boc-VPR-AMC fluorogenic substrate cleavage; inhibition, % at 5 µM; 0.26% of 220,000 active;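 active = inhibition at or above 40%; inactive = inhibition below 40%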;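 note: 0% = enzyme with no compound and 100% = wells without enzyme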
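System – human alpha-thrombin · Medium – pH 7.5 Tris (50 mM) with NaCl 150 mM, Tween 20 0.05% · Compound – single-point dosing at 5 µM, 0.2% DMSO · Incubation – enzyme reaction carried out at room temperature · Technique – fluorescence of released AMC, ex 355 nm, em 460 nm · Read-out basis – % inhibition of thrombin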
PPC-1+TRAIL kill: compounds killing PPC-1 cancer cells with TRAIL present (potentiator screen, no TRAIL-free arm) | PPC-1 cells + TRAIL, ATPLite viability luminescence | cell killing (% activity), % at 4 µM | 0.41% of 220,000 active;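 active = cell killing above 50% in the first pass at 4 µM, then a duplicate retest at 5 µM averaging 50% or more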;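 note: plate controls were cells with TRAIL plus DMSO for no effect and medium-only wells lacking cells for full effect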
Active calls of the source: *; / = no result given; [ ] = dose if it differs, or a comment.

SMILES | m-calpain inh | Cl transport mod | EBV gp42 inh | TRPML3 ag | Tb hexokinase | TRPN1 ag | Furin inh | Thrombin inh | PPC-1+TRAIL kill
CC1Nc2nc(N(C)C)[nH]c(=O)c2NC1C (stereo not drawn) | -194 | 0.22 | -25 | 1.2 | -25 | 0.6 | -21 | 0 | 12
COc1cc2c(cc1OC)C(NC(=O)C(F)(F)F)C/C2=N\O (stereo not drawn) | 1 | 0.15 | 0 | 1.0 | -1 | 0.4 | -26 | -2 | -3
Cn1nnnc1SCC(=O)N1CCN(S(=O)(=O)c2ccc(Cl)cc2)CC1 | -22 | 0.65 | 1 | -0.4 | 2 | 0.1 | -23 | 1 | 12
S=c1[nH]nc(Cc2ccccc2)n1-c1ccccc1 | -11 | 0.37 | -10 | 0.4 | -4 | -0.4 | -16[20 µM] | -1 | 9
CCOc1ccc(CN2CCN(Cc3cc4ccccc4[nH]3)CC2CCO)cc1 (stereo not drawn) | -44 | 0.075 | -16 | 1.4 | 1 | 4.6 | -17 | -5 | 8
CCOC(=O)N1CCC(NC(=O)c2cc3c(C)nc4ccccc4c3o2)CC1 | -4 | / | -24 | 0.8 | -13 | 1.1 | -17 | 4 | 6
CCOc1ccc2c(=O)c(Oc3ccccc3OCC)coc2c1 | 16 | 0.067 | 4 | 0.6 | 0 | -1.0 | -20[20 µM] | 1 | 17
N/C(=N\OC(=O)C12CC3CC(CC(C3)C1)C2)c1ccncc1 | 16 | -0.016 | -8 | -0.2 | 1 | -0.4 | -22 | 0 | -13
O=C(NC1CCCCC1)C(c1ccccn1)N(C(=O)c1csnn1)C1CC1 (stereo not drawn) | 19 | 0.053 | -3 | -0.1 | 2 | 1.2 | -10 | -11 | /
O=C(CCSCc1ccc(Cl)cc1)NCc1cccs1 | 0 | -1.2 | 7 | -1.4 | 7 | -3.0 | -15 | -1 | 7
CCCCc1nc(SCC(=O)Nc2nnc(CCCC)s2)n[nH]1 | -16 | 0.32 | 0 | 0.0 | -6 | 1.2 | -16 | -2 | 5
O=C(N/N=C/c1cccs1)c1ccc2ncccc2c1 | -10 | 0.3 | 6 | 0.8 | -42 | 0.7 | -1 | 7 | 4
O=C(Nc1ccccc1N1CCOCC1)c1cc2c(s1)CCCCC2 | 32 | -0.3 | -10 | -1.3 | -4 | -0.4 | -21 | 7 | 7
CCNc1c(NCC)c(=O)c1=O | -29 | -0.67 | -13 | 1.1 | -4 | 1.5 | -29 | -5 | -7
CN(C)S(=O)(=O)c1ccc(Cl)c(NC(=O)COC(=O)C2CSC3(C)CCC(=O)N23)c1 (stereo not drawn) | -7 | -0.21 | -1 | 1.1 | -1 | 1.9 | -29 | 1 | 9
Cn1c(SCCS(=O)(=O)c2ccc(Cl)cc2)nnc1-c1ccccc1 | -14 | -0.15 | -8 | 0.5 | -3 | 2.5 | -20 | 2 | 3
CC1CC(NNC(=O)c2ccccc2)=Nc2ccccc2N1C (stereo not drawn) | -10 | 0.9 | -8 | -0.3 | -8 | 1.0 | -7 | -3 | 28
COc1ccc(-c2csc(NC(=O)CCS(=O)(=O)c3ccccc3)n2)c(OC)c1 | -70 | -0.81 | -10 | 1.5 | -5 | 4.5 | -13 | 2 | -20
Cc1nc2ccccc2c(=O)n1/N=C/C=C/c1ccccc1 | -1 | -0.0075 | -4 | 0.5 | -26 | 0.4 | -10 | -4 | -5
Cc1cc(C)c2c(=O)[nH]c(SCC(=O)c3ccc(F)c(C)c3)nc2n1 | -4 | 0.006 | -15 | 1.0 | 4 | 1.9 | -24 | -7 | 5
O=c1c2c3n(c(=S)nc2[nH]n1-c1ccccc1)CCCCC3 | 0 | 1.2 | -2 | 0.6 | -10 | -2.4 | -11[20 µM] | 6 | -1
Cc1ccc(Nc2nc(-c3ccc(S(=O)(=O)N4CCCC4)cc3)cs2)cc1C | -105 | -0.45 | -3 | -0.3 | -9 | 0.2 | -5[20 µM] | 1 | 5
COc1cccc(C(=O)N2N=C(c3cccc(OC)c3)CC2(O)C(F)(F)F)c1 (stereo not drawn) | 18 | / | 8 | -0.5 | -2 | -1.4 | -8[20 µM] | 0 | 8
Cc1cccc(N2C(=O)NC3(CCCCC3)C2=O)c1 | -13 | -0.16 | -15 | 1.0 | -10 | 0.6 | -22[20 µM] | 5 | 14
CC(C)N(Cc1nc(-c2ccccc2)no1)C(=O)c1ccc([N+](=O)[O-])cc1 | -18 | 0.068 | 6 | -0.6 | -1 | 0.5 | 8 | -2 | 22
CC(=O)Nc1ccc(NC(=O)Cn2c(=O)n(-c3ccc(C)cc3)c(=O)c3oc4ccccc4c32)cc1 | -63 | 0.11 | -2 | 0.3 | 0 | 1.1 | -21 | -14 | 17
O=C(CSc1nc(Cc2ccccc2)nc2ccccc12)Nc1nc2c(s1)CCCC2 | -171 | -1.2 | 0 | -0.3 | -1 | -1.8 | -12[20 µM] | -19 | 22
COc1ccc(NC(=O)c2ccc3c(SCC(=O)O)c4c(nc3c2)CCCC4)cc1Cl | -55 | -3.3 | -3 | 0.2 | 4 | 1.3 | -9 | 0 | 4
Cc1cc(C)cc(NC(=O)c2cc(C)nn2C)c1 | -8 | 1.5 | -6 | -0.7 | -4 | -0.2 | -18 | -7 | 17
CN(C)C(=O)c1ccc(Cl)cc1[N+](=O)[O-] | 9 | -2 | -3 | 0.2 | 3 | 0.9 | -8 | -4 | 1
O=C1CN(C(=S)Nc2ccccc2Cl)CCN1 | -22 | 1.2 | -20 | -0.5 | 0 | 0.8 | -29 | -4 | 12
NC(=O)NC(=O)COC(=O)CCCCCNS(=O)(=O)c1ccc2c(c1)OCCO2 | -1 | -0.44 | -4 | 0.3 | 8 | -0.5 | -16 | -10 | 14
COc1cc(NC(=O)COC(=O)c2nc3nc(C)cc(C)n3n2)cc(OC)c1 | -18 | -0.013 | -53 | 0.0 | -6 | 1.8 | -21[20 µM] | 3 | 24
CN(C(=O)c1coc(=O)c2ccccc12)c1ccc(F)cc1 | -9 | / | 2 | -0.7 | -14 | -0.6 | -28 | -1 | 10
Cc1ccc(C)n1NC(=O)c1ccc(O)cc1 | -73 | 0.74 | -3 | 1.3 | -2 | 1.3 | -11[20 µM] | -5 | 29
CC(C)(C)c1ccc(-n2nc(C#N)c(Cl)cc2=O)cc1 | -18 | -2 | -4 | 4.5 | -3 | 7.7 | -6 | -4 | 46
COc1cc(C(=O)NC2CC(C)(C)NC(C)(C)C2)cc(OC)c1OC | 2 | 0.1 | -2 | 1.4 | -6 | 0.1 | -36 | 1 | 3
O=C1c2ccccc2NC(c2cccc(O)c2)N1Cc1ccco1 (stereo not drawn) | -322 | 0.014 | -7 | 0.3 | -7 | 1.0 | -22 | -4 | 8
COc1ccc(OC)c(C(=O)c2coc3ccc(OC)cc23)c1 | 22 | -0.46 | 2 | -1.2 | -3 | -2.2 | -10 | -1 | 9
O=C(/C=C/NNC(=O)c1ccccc1)c1ccc([N+](=O)[O-])cc1 | -26 | 2.1 | 8 | 0.7 | -11 | -1.2 | -12 | -4 | 40

Part of the list above in order of heavy-atom count, descending:
SMILES | m-calpain inh | Cl transport mod | EBV gp42 inh | TRPML3 ag | Tb hexokinase | TRPN1 ag | Furin inh | Thrombin inh | PPC-1+TRAIL kill
COc1cc(C(=O)NC2CC(C)(C)NC(C)(C)C2)cc(OC)c1OC | 2 | 0.1 | -2 | 1.4 | -6 | 0.1 | -36 | 1 | 3
O=C(/C=C/NNC(=O)c1ccccc1)c1ccc([N+](=O)[O-])cc1 | -26 | 2.1 | 8 | 0.7 | -11 | -1.2 | -12 | -4 | 40
Cc1ccc(C)n1NC(=O)c1ccc(O)cc1 | -73 | 0.74 | -3 | 1.3 | -2 | 1.3 | -11[20 µM] | -5 | 29

(further entries)
SMILES | m-calpain inh | Cl transport mod | EBV gp42 inh | TRPML3 ag | Tb hexokinase | TRPN1 ag | Furin inh | Thrombin inh | PPC-1+TRAIL kill
CC(=O)c1c(C(C)=O)c(C)n(-c2ccc(O)cc2)c1C | 4 | 1.2 | -8 | 1.4 | -6 | -0.1 | -10[20 µM] | -5 | 9
COc1ccc(-c2csc(NC(=O)c3ccco3)n2)cc1 | 27 | -0.47 | -5 | -0.3 | -5 | 0.7 | -23[20 µM] | -8 | 6
Cc1ccc(Cl)cc1N1CCN(C(=O)Cn2ccc3ccccc3c2=O)CC1 | -5 | / | -2 | 1.9 | -4 | 4.0 | -20 | -4 | -16
O=C(Nc1ccc(Oc2ccc(Cl)cc2)cc1)c1ncn[nH]1 | -38 | -0.69 | -10 | 1.8 | 9 | 3.0 | -16 | 2 | 5
N#Cc1nc(COc2ccc(-c3ccccc3)cc2)oc1NCCCN1CCOCC1 | -85 | -0.85 | 3 | 2.1 | -10 | 4.5 | -22 | 0 | 7
O=C(Nc1ccc2c(c1)OCO2)c1cnn2cccnc12 | -2 | 2.5 | -5 | 0.3 | -12 | 0.5 | 19[20 µM] | -1 | 19
CCOC(=O)N1CCN(C(=O)C2CC(c3ccc(F)cc3)=NO2)CC1 (stereo not drawn) | -37 | 0.49 | 2 | 1.0 | 0 | 1.9 | -23 | -4 | 23
CCOc1ccc2nc(NC(=O)CN3CCN(C)CC3)sc2c1 | 22 | -0.18 | -4 | 0.3 | 2 | -0.5 | -32[20 µM] | 3 | 19
CCOc1ccccc1Nc1nc(-c2sc(NC(=O)c3ccccc3)nc2C)cs1 | -170 | 0.56 | 0 | 0.2 | -26 | 0.0 | -10[20 µM] | 2 | 37
COc1ccc(CCNC(=O)Cc2nn(C)c(=O)c3ccccc23)cc1OC | -19 | 0.33 | -21 | 1.0 | -5 | 0.3 | -7[20 µM] | -3 | 6
CCCCN1c2cc(C)c(O)cc2C(C(=O)OCC)C1C (stereo not drawn) | -3 | -0.26 | -16 | -1.4 | 40 | -1.0 | -20 | 4 | 22
O=C(CSc1nc2ccccc2c(=O)n1CCCC(=O)N1CCCC1)NCc1ccco1 | -7 | 1.1 | -23 | -0.9 | -3 | 0.2 | -4 | -1 | 3
Nc1c(C(=O)OCC2CCCO2)c2nc3ccccc3nc2n1C1CCCC1 (stereo not drawn) | / | / | / | -0.6 | -10 | -0.3 | -35 | -1 | 8
O=C(CN(c1cccc([N+](=O)[O-])c1)S(=O)(=O)c1ccccc1)N(Cc1ccccc1)Cc1ccccc1 | 39 | -1.5 | 1 | 0.4 | 6 | 0.5 | -2 | -2 | 6
COc1ccc(Br)cc1CNc1ccc(S(N)(=O)=O)cc1 | 11 | 1.2 | -2 | 0.3 | 1 | 0.7 | -12 | -2 | 14
O=C(NC(=S)Nc1cccc2ncccc12)c1cccs1 | -19 | 8.2* | -12 | 0.4 | -10 | 0.6 | -19 | 6 | 27
COc1cc(C)nc(-c2csc(C)n2)n1 | 4 | 1.7 | -1 | -0.5 | -2 | 1.2 | -8 | 0 | -2
COCCn1nnnc1C(c1ccc2ncccc2c1)N1CCN(c2ccccc2F)CC1 (stereo not drawn) | 14 | / | -11 | 0.2 | -11 | -0.3 | -19 | -2 | 4
Cc1cc(C)cc(NC(=O)c2ccc(Cn3nc(C)c(Cl)c3C)o2)c1 | 40 | -1.1 | -5 | -1.1 | -5 | -2.4 | -4[20 µM] | 21 | 9

Compound profiles, from the list above. Order of values: m-calpain inh	Cl transport mod	EBV gp42 inh	TRPML3 ag	Tb hexokinase	TRPN1 ag	Furin inh	Thrombin inh	PPC-1+TRAIL kill
Entry for CCOc1ccccc1Nc1nc(-c2sc(NC(=O)c3ccccc3)nc2C)cs1 → -170	0.56	0	0.2	-26	0.0	-10[20 µM]	2	37
Entry for O=C(CSc1nc2ccccc2c(=O)n1CCCC(=O)N1CCCC1)NCc1ccco1 → -7	1.1	-23	-0.9	-3	0.2	-4	-1	3
